PMI inhibition: human PMI inhibitors, high substrate, primary screen, biochemical, fluorescence intensity, high mannose 6-phosphate (AID 1220). recombinant PMI enzyme, coupled fluorescence intensity; higher % means a stronger effect. Mannose-6-phosphate isomerase (Homo sapiens). 0.66% of 190,000 active. inhibition, % at 20 µM, or IC50 in µM where a hit was titrated
LYP inhibition: inhibitors of LYP phosphatase, biochemical, fluorescence intensity, uHTS (AID 1779). Tyrosine-protein phosphatase non-receptor type 22 (Homo sapiens). recombinant LYP phosphatase, fluorescence intensity; higher % means a stronger effect. inhibition, % at 11.5 µM; hits with a dose series show IC50 in µM. 0.054% of 290,000 active;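 also: plate controls were vehicle with enzyme for no effect and no enzyme for full effect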
M17LAP inhibition: P. falciparum M17LAP inhibitors, primary screen, biochemical, fluorogenic H-Leu-NHMec substrate, 1536-well (AID 1619) | inhibition, % at 30 µM; hits with a dose series show IC50 in µM | 0.38% of 220,000 active | recombinant M17LAP, H-Leu-NHMec fluorogenic kinetic assay; higher % means a stronger effect;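 active = compound inhibiting the enzyme by more than half at any dose during confirmatory dose-response retesting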;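 also: plate controls were full reaction with DMSO carrier for no effect and no enzyme background for full effect; strong numbers were not always called active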
XIAP antagonists: XIAP antagonists, biochemical, IAP family, fluorescence polarization (AID 1018); E3 ubiquitin-protein ligase XIAP (Homo sapiens); 0.007% of 200,000 active; displacement, % at 20 µM; hits with a dose series show IC50 in µM; XIAP BIR domain, fluorescence polarization peptide displacement; higher % means a stronger effect; in the data active = displacement above about 50%; also: a part of the inactive calls stands beside numbers as strong as those of hits
M1AAP inhibition: P. falciparum M1AAP inhibitors, biochemical, fluorogenic H-Leu-NHMec substrate, 1536-well (AID 1445); recombinant M1AAP, H-Leu-NHMec fluorogenic kinetic assay; higher % means a stronger effect; Aminopeptidase N (Plasmodium falciparum (isolate 3D7)); 0.42% of 220,000 active; one-dose inhibition, % at 30 µM; IC50 in µM for titrated hits;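 active = primary inhibition above the hit cutoff, then over 50% inhibition at one or more dose response concentrations, cut at about 23% in these data, passing the limit was not always enough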;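 also: plate controls were DMSO full reaction for no effect and no enzyme background for full effect; strong numbers were not always called active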
Siah-1 displacement: Siah-1 peptide-binding antagonists, primary screen, biochemical, fluorescence polarization, rhodamine-plectin, uHTS (AID 1817) | E3 ubiquitin-protein ligase SIAH1 (Homo sapiens) | Siah-1 / rhodamine-plectin peptide fluorescence polarization; higher % means a stronger effect | one-dose displacement, % at 20 µM; IC50 in µM for titrated hits | 0.02% of 290,000 active;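 active = displacement of at least 50% at 20 µM, with a fluorescence ratio check between 0.3 and a set limit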;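 also: plate controls were Siah plus tracer with DMSO for no effect and tracer alone without Siah for full effect; strong numbers were not always called active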
Dynein cargo inh: inhibitors of GR-EGFP nuclear translocation, primary screen, dynein cargo transport inhibitor project, imaging, high-content, 3617.4 mouse cells; test concentration mostly 20 µM; stimulated with dexamethasone, 1 µM; active compounds read low; z-score, hits read low; 0.47% of 220,000 active;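 active = plate z-score of nuclear minus cytoplasmic receptor signal below a set negative limit, without overly bright fluorescence or cell loss, cut at about -3.5 in these data, passing the limit was not always enough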;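 also: z-score of nuclear minus cytoplasmic ring GR-EGFP intensity difference per well; some compounds called inactive have numbers as strong as hits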
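Buffer or medium: tet-free, stripped-serum medium; reagent: dexamethasone at 1.0 µM final, 30 min; incubation: 48 h induction, 1 h compound, 30 min dex at 37 °C; measured by: formaldehyde fixation, Hoechst nuclear stain, 10x automated fluorescence imaging; read-out: nuclear-to-cytoplasmic GR-EGFP distribution per well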
human PMI inhibition: inhibitors of human PMI, primary screen, biochemical, fluorescence intensity, coupled assay (AID 1209); Mannose-6-phosphate isomerase (Homo sapiens); purified PMI enzyme, coupled fluorescence intensity; higher % means a stronger effect; one-dose inhibition, % at 20 µM; IC50 in µM for titrated hits; 0.42% of 190,000 active;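 also: plate controls were DMSO vehicle for no effect and wells lacking substrate for full effect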
AID2073: inhibitors of Mint1-CaV2.2 protein interaction, biochemical, HTRF (AID 2073) | HTRF protein-protein interaction, Mint1-CaV2.2; higher % means a stronger effect | inhibition, % at 20 µM; hits with a dose series show IC50 in µM | 0.19% of 290,000 active; in the data active = inhibition mostly above about 51%, no sharp cut-off; also: some results filed as inactive read as strong as hits
Dynein cargo inh cytoplasmic EGFP: recorded beside Dynein cargo inh, whose call it bears; z-score; measured here: cytoplasmic GR-EGFP intensity; active compounds read high
Dynein cargo inh nuclear GR-EGFP: recorded beside Dynein cargo inh, whose call it bears; z-score; measured here: nuclear GR-EGFP intensity;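 lower value marks the stronger effect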
Dynein cargo inh cell count: second read-out of Dynein cargo inh, no call of its own (marks repeat the call); z-score; measured here: cell count per field
An asterisk follows results filed as active; x = no result given. Rule as the data show it, unless noted: active = inhibition above about 50%; inactive = the rest.

SMILES	PMI inhibition	LYP inhibition	M17LAP inhibition	XIAP antagonists	M1AAP inhibition	Siah-1 displacement	Dynein cargo inh	Dynein cargo inh cytoplasmic EGFP	Dynein cargo inh nuclear GR-EGFP	Dynein cargo inh cell count	human PMI inhibition	AID2073
CCn1c(=O)cc(OCC(=O)NCCCN2CCN(c3cccc(Cl)c3)CC2)c2ccccc21	3%	-4%	6%	-0.8%	9%	0%	-0.67	0.14	-0.038	0.045	6%	-4%
CC1CCCC(C)N1C(=O)CSc1nc(N)c(-c2ccccc2)c(=O)[nH]1 (stereo unspecified)	-6%	-3%	-1%	-3.4%	9%	0%	1.9	-0.26	0.46	-0.51	-4%	-2%
O=C(Nc1ccc(C(=O)O)cc1)/C(=C\c1cccc([N+](=O)[O-])c1)NC(=O)c1ccc(Br)o1	-3%	-4%	28%	-5.4%	12%	-4%	-0.15	-0.21	-0.23	0.43	-2%	8%
Cc1cccc(NC(=O)c2cccc3c2C(=O)c2ccccc2-3)c1	-3%	3%	-10%	-0.4%	-1%	-3%	2.7	-0.2	0.18	-1.8	16%	42%
COc1ccc(C2c3c(ncn(CCCO)c3=N)Oc3ccc4ccccc4c32)cc1 (stereo unspecified)	x	-5%	7%	x	4%	-7%	1.6	0.96	0.86	-0.74	x	2%
COc1ccc(S(=O)(=O)NCC(c2cccnc2)N2CCN(c3ccccc3)CC2)cc1C (stereo unspecified)	-3%	-14%	-5%	-3.5%	10%	-6%	-0.9	-0.22	-0.14	1	-1%	-3%
CCC(=O)Nc1cnc(NC(=O)c2cccc(F)c2)cc1C	-4%	-4%	-3%	-1.5%	-1%	-3%	1.6	0.04	1.3	-0.66	0%	10%
Cc1cc(-c2n[nH]c(=S)n2-c2ccc(F)cc2)nn1C	-6%	-5%	6%	-6.0%	-7%	6%	-0.054	-0.33	-0.063	0.54	-1%	25%
CCOC(=O)c1c[nH]n2c(=O)cc(C)nc12	x	-4%	14%	x	5%	1%	-0.42	-0.2	-0.33	0.33	x	11%
CCOc1ccc(NC2c3ccccc3C(=O)N2c2ccc(Cl)cn2)cc1 (stereo unspecified)	8%	-7%	9%	-1.7%	7%	20%	-0.39	-0.14	0.14	0.88	-2%	10%
Cc1ccccc1C(=O)N1CCN=C1SCc1ccc([N+](=O)[O-])cc1	-3%	-5%	2%	-4.1%	-7%	0%	2.1	0.00015	1.3	-1.8	-5%	-3%
COc1ccc(CCC(=O)N(C)CC(=O)Nc2cc(C)ccc2C)cc1	-5%	-4%	2%	-2.8%	0%	2%	-0.29	-0.39	0.27	0.99	-5%	3%
Brc1ccc(-c2c[n+]3c(n2-c2ccccc2)SCC3)cc1	x	-4%	-1%	x	-4%	1%	0.43	-0.26	0.9	-0.74	x	-5%
COc1ccc(CCNC(=O)c2ccc(-c3ccc([N+](=O)[O-])cc3Cl)o2)cc1OC	33%	-4%	9%	-6.3%	8%	4%	-0.58	-0.21	-0.6	1.3	26%	-2%
O=C(CN1CCC(NC(=O)c2ccccc2)CC1)NCc1ccccc1F	-9%	-13%	15%	-5.6%	39µM*	-2%	-0.27	-0.33	-0.37	0.85	-13%	-3%
CC1=CN2C(=N)/C(=C\c3cn(CCCOc4ccccc4)c4ccccc34)C(=O)N=C2S1	-10%	-1%	4%	0.1%	6%	-9%	-0.2	-0.12	-0.14	0.15	2%	19%
O=C(NC1=NCCS1)c1cccs1	4%	-6%	25%	-2.9%	2%	0%	-1	-0.17	-0.25	0.51	12%	-2%
COc1ccc(/C=C(/NC(=O)c2ccco2)C(=O)N2CCc3ccccc32)cc1OC	x	0%	-5%	x	5%	-2%	0.92	-0.2	0.94	-1.1	x	11%
O=C(O)CCC(=O)N1CCN(c2ccccn2)CC1	8%	-5%	-1%	-3.6%	0%	5%	0.15	-0.15	0.58	-1.2	5%	22%
COc1ccccc1NC(=O)Cn1nnc(-c2ccccc2NC(=O)c2ccco2)n1	2%	-4%	12%	-4.5%	8%	30%	-0.45	-0.25	0.063	-0.071	-3%	21%

Sorted by the number under Dynein cargo inh nuclear GR-EGFP (descending): some entries from above.
Compound | Dynein cargo inh nuclear GR-EGFP
Cc1ccccc1C(=O)N1CCN=C1SCc1ccc([N+](=O)[O-])cc1 | 1.3
Brc1ccc(-c2c[n+]3c(n2-c2ccccc2)SCC3)cc1 | 0.9
COc1ccc(CCNC(=O)c2ccc(-c3ccc([N+](=O)[O-])cc3Cl)o2)cc1OC | -0.6

(next part)
SMILES	PMI inhibition	LYP inhibition	M17LAP inhibition	XIAP antagonists	M1AAP inhibition	Siah-1 displacement	Dynein cargo inh	Dynein cargo inh cytoplasmic EGFP	Dynein cargo inh nuclear GR-EGFP	Dynein cargo inh cell count	human PMI inhibition	AID2073
CCOc1cccc(-c2nn3c(-c4cc(C)[nH]n4)nnc3s2)c1	8%	-2%	-4%	-1.6%	0%	3%	-0.75	-0.31	-0.15	0.38	10%	5%
COc1ccc(NC(=O)CSc2nc3ccc(OC)cc3[nH]2)cc1	x	2%	12%	x	5%	0%	-0.54	-0.26	0.31	-0.37	x	10%
Cc1cc(C(=O)N/N=C/c2cccc([N+](=O)[O-])c2)c2ccccc2n1	3%	-2%	0%	-0.7%	1%	7%	1.2	0.43	0.61	-0.35	4%	-4%
Cc1cc(C)n(C(=O)CCCn2cc([N+](=O)[O-])cn2)n1	8%	-3%	7%	-6.2%	8%	-6%	1.9	-0.18	1.4	-1.5	5%	-3%
Cc1ccc(C(=O)N2CCc3ccccc32)cc1	-5%	-4%	2%	-6.5%	-3%	6%	1.8	-0.23	1.2	-0.15	-10%	-1%
O=[N+]([O-])/C(C(Cl)=C(Cl)Cl)=C(\Sc1ccccc1)N1CCCCC1	12%	-7%	x	-0.9%	x	-4%	-1.9	-0.011	-0.96	0.76	17%	2%
COc1cc(CNCc2ccco2)ccc1OCc1ccccc1	-5%	-1%	-3%	-6.7%	1%	2%	-0.43	-0.46	-0.33	1.1	-9%	1%
CC(OC(=O)c1nsc(Cl)c1Cl)C(=O)NCc1ccc2c(c1)OCO2 (stereo unspecified)	10%	-10%	3%	-6.9%	8%	-4%	-0.58	-0.17	-0.44	-0.15	7%	8%
O=C(/C=C/c1ccccc1)NNC(=O)c1cccs1	6%	-5%	8%	-5.5%	8%	1%	-0.97	-0.26	-0.45	1.1	1%	0%
CCCSc1nsc(NC(=O)c2cccnc2OCC)n1	17%	1%	5%	-2.3%	6%	-3%	0.61	-0.26	0.68	-0.26	14%	28%
Clc1ccc(-n2ncc3c(NCc4ccccn4)ncnc32)cc1	-6%	-11%	11%	-3.3%	4%	-2%	-0.05	-0.18	-0.16	0.26	-9%	19%
CCN(CC)S(=O)(=O)c1ccc2oc(SCC3CN=C(c4ccc(OC)cc4)S3)nc2c1 (stereo unspecified)	3%	6%	-4%	0.8%	6%	-4%	0.21	-0.22	-0.52	-1.3	4%	16%
CCCCOc1ccc(C(CC(=O)NC)C(=O)O)cc1 (stereo unspecified)	-5%	-12%	-10%	-2.5%	-1%	-2%	0.24	-0.23	0.27	-0.082	-1%	-4%
O=C(Cc1n[nH]c(=O)[nH]c1=O)N/N=C/c1cccc(Cl)c1	x	-5%	7%	x	-2%	-6%	0.98	-0.26	0.34	-0.35	x	-9%
CCOC(=O)C(C)(C)C(=O)C(C)(C)C(O)c1ccccn1 (stereo unspecified)	10%	-1%	-3%	-7.9%	-2%	4%	-0.36	-0.17	0.29	-0.14	9%	0%
O=C1N/C(=C/c2cccs2)C(=O)N1Cc1ccccc1F	-7%	-1%	-3%	-6.5%	0%	4%	0.28	-0.21	0.89	-0.33	-4%	-8%
CN(C)c1ccc(/C=N/n2cnn(Cc3ccccc3Cl)c2=S)cc1	-7%	2%	9%	-5.2%	9%	1%	0.94	-0.24	0.69	-0.55	5%	11%
COc1cc(NC(=S)N2CCCCC2C)cc(OC)c1OC (stereo unspecified)	40%	-12%	4%	-5.6%	7%	-1%	-0.6	-0.17	-0.36	0.37	30%	18%
O=C(CN1CCN(S(=O)(=O)c2ccccc2)CC1)Nc1ccc2c(c1)OCO2	-5%	-11%	20%	-5.4%	4%	1%	-0.3	-0.17	-0.03	-0.058	6%	0%
O=C(O)c1cc2c(s1)-c1ccccc1CC2	1%	-4%	-133%	-1.0%	-15%	-4%	0.85	-0.25	0.77	-0.95	9%	9%
COc1ccccc1NC(=O)COC(=O)C1CCN(/C=C/C(=O)C(F)(F)F)CC1	-3%	7%	22%	-14%	10%	0%	-0.76	-0.041	-0.75	0.82	-8%	-4%
CCSc1nnc(NC(=O)C(NC(=O)c2ccc(Cl)cc2)C(C)C)s1 (stereo unspecified)	2%	10%	-6%	-6.1%	11%	-3%	-0.4	-0.3	-0.54	1.3	-4%	3%
CC(=O)NC1=NN(C(C)=O)C(c2sccc2C)S1 (stereo unspecified)	0%	-7%	3%	-5.3%	-6%	-1%	0.58	-0.14	0.57	0.71	-4%	1%
COCCNC(=O)COc1ccccc1C	6%	-5%	-2%	-0.8%	0%	-3%	-0.29	0.96	-0.24	0.67	8%	-2%
NC(=O)Cc1nc(-c2ccc(Br)cc2)cs1	2%	-4%	6%	2.9%	10%	23%	-0.026	-0.24	0.14	0.08	1%	6%
O=C(c1ccccn1)N1CCN(c2cccc(C(F)(F)F)c2)CC1	11%	-15%	-6%	-9.3%	1%	2%	0.56	-0.32	0.55	-0.24	16%	2%
O=C1OCCC1Sc1ncnc2sccc12 (stereo unspecified)	-1%	-2%	-5%	-1.2%	-1%	2%	-1.1	-0.29	0.051	1.2	6%	2%
CN(CC(=O)N1CCCCC1)S(=O)(=O)c1cccc2cccnc12	13%	-3%	-13%	-3.9%	-2%	6%	0.61	-0.14	0.59	-0.5	12%	1%
CN(C)/N=C/c1cc([N+](=O)[O-])ccc1O	10%	0%	4%	-5.5%	8%	-3%	-0.61	-0.25	-0.39	-0.39	-4%	-3%
CCOC(=O)c1cnc2ncnn2c1N	-6%	-7%	-2%	-3.6%	7%	16%	-0.5	-0.34	0.037	1.2	1%	-5%
O=C(CCCN1C(=O)/C(=C/c2cccs2)SC1=S)Nc1ccc(C(=O)O)cc1	0%	8%	40%	-6.0%	17%	0%	-0.86	-0.31	-0.87	1.3	-12%	-10%

Screening data (PubChem)
